Compound activity as filed in PubChem.
RNase H inhibition – RNase H inhibition, HIV 1 Gag Pol polyprotein, FRET biochemical assay, screening (AID 372). HIV-1 RT RNase H, FRET RNA/DNA substrate fluorescence; higher % means a stronger effect. inhibition, % at 10 µM; hits with a dose series show IC50 in µM. actives 0.77% (n = 100,000); in the data active = inhibition above about 50%
Numbers without * were called inactive.

SMILES	RNase H inhibition
COc1cc(C(c2c(C)n(C)n(-c3ccccc3)c2=O)c2c(C)n(C)n(-c3ccccc3)c2=O)cc(OC)c1OC	3%
COc1cc(CNc2ccc(F)c(F)c2)cc(OC)c1OC	17%
CCc1ccc(/C=C2\SC(=S)N(CCCC(=O)Nc3cc(C)on3)C2=O)cc1	31%
COc1cc(/C=C2\SC(=S)NC2=O)cc(Cl)c1OCCOc1ccc(C)cc1C	9%
CC1(C)CC(=O)C2=C(C1)OC1=C(C(=O)CC(C)(C)C1)C2c1cccs1	9%
Cc1ccc(NC(=O)/C(C#N)=C/c2cccnc2)cc1Cl	3%
CCOc1ccccc1C(=O)Nc1cc(OC)c(Cl)cc1OC	0%
O=C(CN(c1cccc(Cl)c1)S(=O)(=O)c1ccccc1)Nc1ccc2ccccc2c1	0%
Cc1cc(Cl)cc(Cl)c1OCC(=O)NCc1ccco1	16%
NC1=NC(=O)/C(=C/c2cc(Br)ccc2OCc2cccc3ccccc23)S1	14%
CCOc1ccc(N/C=C\C(=O)c2ccc3ccccc3c2)c([N+](=O)[O-])c1	17%
Cc1cc2ncn(CC(O)COc3cccc(Cl)c3)c2cc1C (stereo not given)	5%

A different layout for part of the listing above:
compound | RNase H inhibition
O=C(CN(c1cccc(Cl)c1)S(=O)(=O)c1ccccc1)Nc1ccc2ccccc2c1 | 0%
Cc1cc(Cl)cc(Cl)c1OCC(=O)NCc1ccco1 | 16%
NC1=NC(=O)/C(=C/c2cc(Br)ccc2OCc2cccc3ccccc23)S1 | 14%
CCOc1ccc(N/C=C\C(=O)c2ccc3ccccc3c2)c([N+](=O)[O-])c1 | 17%
Cc1cc2ncn(CC(O)COc3cccc(Cl)c3)c2cc1C (stereo not given) | 5%

(further entries)
SMILES	RNase H inhibition
O=c1cc(Nc2ccc(Cl)c(Cl)c2)[nH]c(=O)[nH]1	13%
CN1C(=O)/C(=C\c2ccccc2O)OC1=S	9%
N#CC1=C(N)Oc2cc(O)c(Cl)cc2C1c1ccccc1Cl (stereo not given)	20%
Cc1ccc(S(=O)(=O)/N=C(/Nc2ccc([N+](=O)[O-])cc2)c2ccccc2)cc1	13%
CCC(=O)Nc1ccc(NC(=O)c2cccc(OC)c2)cc1	8%
COc1ccc([N+](=O)[O-])cc1-c1ccc(C(=O)O)o1	3%
O=[N+]([O-])c1cccc(Nc2nc(-c3ccncc3)cs2)c1	16%
COc1ccc(CNCc2ccc(F)c(F)c2)cc1OC	15%
CC(=O)CC(=O)NC(C)c1ccccc1 (stereo not given)	0%
O=C1CC(N2CCN(c3ccc([N+](=O)[O-])cc3)CC2)C(=O)N1c1ccc(Br)cc1 (stereo not given)	6%
CCOC(=O)C1=C(C)N=c2s/c(=C\c3ccc(-c4ccc([N+](=O)[O-])cc4C)o3)c(=O)n2C1c1ccc2c(c1)OCO2 (stereo not given)	12%
NC(=O)c1cccc(N=Cc2ccc(C=Nc3cccc(C(N)=O)c3)cc2)c1	7%
NC(=O)c1cc2ccccc2oc1=NCc1ccccc1	32%
CCc1ccc(NC(=O)COc2ccc(Cl)cc2)cc1	0%
Cc1cccc(C)c1NC(=S)NC(=O)c1ccc(OC(C)C)cc1	14%
Cc1ccc(SCCc2nnc(N)s2)cc1	1%
CC1=CC(C)(C)N(C)c2ccc(C3(C)CC(C)(C)N(C)c4ccccc43)cc21 (stereo not given)	18%
NC(=O)c1cc(NC(=O)c2cccc([N+](=O)[O-])c2)cc(C(N)=O)c1	6%
O=C(Cc1cccc2ccccc12)N/N=C/c1cccc(Br)c1	23%
CCN(CC)c1ccc(NC(=S)NC(=O)c2ccc(C)c(C)c2)cc1	22%
CC(C)/C(=N/NC(=O)COc1ccccc1)c1ccccc1	11%
Cc1ccc(OCC(=O)Nc2ccc(F)cc2)c(C(C)(C)C)c1	11%
Cc1onc(-c2ccccc2Cl)c1C(=O)N1CCCCCC1	0%
Cc1ccc(S(=O)(=O)N(CC(=O)Nc2ccc(F)cc2)c2ccc(C)c(C)c2)cc1	5%

Reformatted bar-delimited: 3 of the compounds above
SMILES | RNase H inhibition
O=[N+]([O-])c1cccc(Nc2nc(-c3ccncc3)cs2)c1 | 16%
Cc1ccc(S(=O)(=O)/N=C(/Nc2ccc([N+](=O)[O-])cc2)c2ccccc2)cc1 | 13%
CCc1ccc(NC(=O)COc2ccc(Cl)cc2)cc1 | 0%

(further entries)
SMILES	RNase H inhibition
Cc1c(NC(=S)NCCc2ccccc2)c(=O)n(-c2ccccc2)n1C	10%
COc1ccccc1C(=O)Nc1c(F)c(F)c(F)c(F)c1F	2%
COc1ccc2nc(SCC(=O)c3ccccc3)[nH]c2c1	0%
Cc1ccc(S(=O)(=O)N(c2ccccc2)C2C=CS(=O)(=O)C2)cc1 (stereo not given)	1%
COc1ccc(N2C(=O)c3ccc(Oc4ccc([N+](=O)[O-])cc4)cc3C2=O)cc1O	0%
COc1ccc(OC)c(C2/C(=C(\O)c3ccccc3)C(=O)C(=O)N2c2cccnc2)c1 (stereo not given)	15%
COc1cc(/C=C2/SC(=S)N(CCC(=O)Nc3ccc(C(=O)O)cc3)C2=O)cc(OC)c1OC	0%
CC(=O)OCCCn1c(=O)c2cc3c(=O)n(CCCOC(C)=O)c(=O)c3cc2c1=O	0%
COc1ccc(/C=N/n2cnnc2SCc2ccccc2)cc1	11%
Clc1ccccc1Nc1nc(-c2ccccc2Cl)nc2ccccc12	21%
Cc1cccc(N2C(=O)/C(=C/c3ccc(O)c(Cl)c3)C(=O)NC2=S)c1C	14%
Cc1c(C(=O)Nc2cc(Oc3ccccc3)cc([N+](=O)[O-])c2)c(-c2ccccc2)nn1-c1ccccc1	18%
Cc1ccc(C(=O)N2CCCC(C)C2)cc1[N+](=O)[O-] (stereo not given)	2%
COc1ccc(CNC(=O)CN(c2ccc(C)cc2)S(=O)(=O)c2ccc(F)cc2)cc1	0%
CCc1ccc(C2NC(=O)c3c(sc4c3CCCC4)N2)cc1 (stereo not given)	5%
CCCCc1ccc(N=N/C(C(=O)Nc2ccccc2OC)=C(\C)O)cc1	3%
O=S(=O)(NCc1ccc2c(c1)OCO2)c1ccc(Br)cc1Br	7%
CCOc1cccc(C(=O)Nc2cccc(-c3nc4cc(Cl)ccc4o3)c2C)c1	19%
COc1cccc(CN2CCN(C(=O)c3cc(OC)c(OC)c(OC)c3)CC2)c1OC	0%
O=C(CN1C(=O)/C(=C/c2cccc(Br)c2)SC1=S)Nc1cccc(C(=O)O)c1	9%
c1ccc(-c2noc(COc3cccc4ccccc34)n2)cc1	7%
Cc1cccc(/C(N)=N/OC(=O)c2ccc(C)c([N+](=O)[O-])c2)c1	0%
Cc1ccc(C2=N/C(=C\c3ccc(Br)c([N+](=O)[O-])c3)C(=O)O2)cc1	16%
C=CCN1C(=O)/C(=C/c2ccc(OCCOc3ccc(C)cc3C)c(OCC)c2)SC1=S	10%
COc1ccc(OCCOCCOc2c(OC)cccc2OC)cc1	11%
O=C1NC(=S)S/C1=C/c1ccc(OCc2ccc(F)cc2)c(Br)c1	32%
O=C(N/N=C\c1ccccc1C(F)(F)F)c1ccc(=O)[nH]n1	5%
Cc1ccc(/C=C2/SC(=S)N(CCCC(=O)Nc3cc(Cl)cc(Cl)c3)C2=O)cc1	10%
CCc1nnc(NC(=O)COc2ccc(C)cc2C)s1	19%
O=C1C2C(c3ccc([N+](=O)[O-])cc3)OC3(C(=O)c4ccccc4C3=O)C2C(=O)N1c1ccc(Cl)cc1 (stereo not given)	15%
CCc1ccc2oc(-c3ccc(NC(=O)COc4ccccc4C)cc3)nc2c1	36%
O=C1/C(=C\c2ccc(-c3ccc([N+](=O)[O-])cc3)o2)SC(=S)N1c1ccc(O)cc1	52%*
O=C(Nc1cccc2ccccc12)O/N=C\c1ccc(F)cc1	15%
Cc1ccccc1N(CC(=O)NCCSCc1cccc(Cl)c1)S(=O)(=O)c1ccccc1	20%
CC(=O)NS(=O)(=O)c1ccc(NC(=O)CCC2CCCC2)cc1	3%
Cc1cc(C)cc(NC(=O)c2ccccc2CCc2ccccc2)c1	14%
Cc1cc(OCC(=O)Nc2cccc(Cl)c2)cc(C)c1Cl	6%
CC(C)C(=O)Oc1ccc2c(=O)c(Oc3ccc(C(C)(C)C)cc3)coc2c1	6%
CCOc1cc(C(=O)Nc2ccncc2)cc(OCC)c1OCC	0%
CCCCCCCc1ccc(C(=O)Nc2nccs2)cc1	20%
O=C(/C=C/c1cccs1)Nc1nc(-c2cccs2)cs1	15%
O=c1c2c(nc3cc(-c4cccs4)[nH]n13)CCS2	13%
O=C(COc1ccc(Cl)cc1Cl)Nc1ccc(I)cc1Cl	20%
CC(C)Oc1cccc(C(=O)NC(=S)Nc2ccccc2F)c1	3%
Cc1nn(C)c(C)c1C(=O)O	2%
COC(=O)c1ccc(C(=O)OC)c(NC(=O)/C=C/c2ccc([N+](=O)[O-])cc2)c1	34%
CCOC(=O)C1=C(C)N=c2s/c(=C\c3ccc(-c4cccc([N+](=O)[O-])c4)o3)c(=O)n2C1c1ccccc1Cl (stereo not given)	4%
COc1ccccc1NC(=S)NC(NC(=O)/C=C/c1ccccc1)C(Cl)(Cl)Cl (stereo not given)	0%

4 compounds out of the list, ordered by SMILES length, highest first:
SMILES	RNase H inhibition
CC(C)Oc1cccc(C(=O)NC(=S)Nc2ccccc2F)c1	3%
Cc1cc(OCC(=O)Nc2cccc(Cl)c2)cc(C)c1Cl	6%
CCOc1cc(C(=O)Nc2ccncc2)cc(OCC)c1OCC	0%
Cc1nn(C)c(C)c1C(=O)O	2%

Remaining list, next part:
SMILES	RNase H inhibition
CCc1ccc(OCC(=O)Nc2ccc(O)c(-c3nc4cc(C)ccc4o3)c2)cc1	45%
COc1ccc(Br)cc1CNc1cc(C)ccc1C	0%
O=C(Cn1c2ccccc2n2nc(-c3cccs3)nc12)c1ccccc1	11%
CCc1ccc(N2C(=O)/C(=C/c3ccc(OC(C)C(=O)O)cc3)C(=O)NC2=S)cc1 (stereo not given)	1%
CCC(CC)C(=O)NCc1ccncc1	20%
CC(=O)c1cccc(NC(=O)c2ccc(N(Cc3ccc(Cl)cc3)S(C)(=O)=O)cc2)c1	9%
Cc1cccn(CC(=O)c2ccc(-c3ccccc3)cc2)c1=N	3%
COc1cc(C2OC(=O)c3c2ccc(OC)c3OC)ccc1O (stereo not given)	3%
Cc1ccc(NC(=O)/C=C/c2cccc(C(F)(F)F)c2)cc1	12%
COc1ccc(NC(=S)NC(=O)c2ccc(OC)c(Br)c2)cc1Cl	0%
O=C(O)c1ccccc1N1C(=O)C2CC=CCC2C1=O (stereo not given)	9%
OCCCN=Cc1c(O)n(-c2c(Cl)cccc2Cl)c2ccccc12	1%
CCOC(=O)CCCNC(=O)CCCNC(=O)C(c1ccccc1)c1ccccc1	8%
COc1ccc(-c2nc(-c3c(C)[nH]c4ccccc34)cs2)cc1OC	10%
Cc1ccc(C(C)(C)C)cc1C(=O)c1ccc([N+](=O)[O-])cc1	11%
O=C(COc1ccc(Cl)cc1)N/N=C/c1ccc(I)o1	6%
O=C(C1=C(O)C(=O)N(c2ccc(Cl)cc2)C1c1ccc(Cl)cc1)c1nccs1 (stereo not given)	0%
O=C(COc1ccccc1)Nc1cc(-c2ccc(F)cc2)[nH]n1	9%
O=C1/C(=C/c2ccc(F)cc2)SC(=S)N1C1CCS(=O)(=O)C1 (stereo not given)	0%
Cc1cc(C)c(C#N)c(SCC(=O)Nc2ccc(Cl)cc2)n1	1%
CCOc1cc(OCC)cc(C(=O)Nc2cc(C(=O)OC)cc(C(=O)OC)c2)c1	10%
COc1cccc(/C(C)=N/NC(=O)CC2(C)OCCO2)c1	9%
O=c1cc(-c2ccccc2)oc(-c2ccccc2)c1Br	23%
COc1ccc(NC(=O)CSCc2ccccc2C)cc1	6%
COc1cc([N+](=O)[O-])ccc1NC(=O)/C=C/c1ccc(OCc2ccc(Cl)cc2)c(OC)c1	39%
CC(=O)c1ccc(OC(=O)c2ccccc2Br)cc1	0%
CC(=O)c1ccc(OC(=O)c2cccs2)cc1	4%
N#Cc1cccc(NC(=O)c2cccs2)c1	3%
Clc1ccccc1CN1CCN(N=Cc2cccc(Oc3ccccc3)c2)CC1	12%
CCOC(=O)Nc1ccc2c(c1)N(C(=O)N1CCOCC1)c1ccccc1CC2	6%
Cc1ccc(N2C(=O)c3ccc(F)cc3C2=O)cc1	13%
CC(CNC(=O)c1cncc(Br)c1)NC(=O)c1cncc(Br)c1 (stereo not given)	0%
CC1(C)CC(=O)C2=C(C1)Nc1ccccc1NC2c1coc2ccc(Cl)cc2c1=O (stereo not given)	5%
COc1ccc2ccccc2c1C=Nc1ccc(C)c(F)c1	32%
COc1ccccc1N1CCN(C2CC(=O)N(C)C2=O)CC1 (stereo not given)	0%
Clc1cccc(OCCn2ccnc2)c1	4%

Copied from the list:
Entry for CC(=O)c1ccc(OC(=O)c2ccccc2Br)cc1 under RNase H inhibition: 0%
Entry for CC1(C)CC(=O)C2=C(C1)Nc1ccccc1NC2c1coc2ccc(Cl)cc2c1=O (stereo not given) under RNase H inhibition: 5%
Entry for COc1ccc2ccccc2c1C=Nc1ccc(C)c(F)c1 under RNase H inhibition: 32%

(listing goes on)
SMILES	RNase H inhibition
O=C(Nc1ccc(Nc2ccccc2)cc1)c1ccccc1I	19%
CCN(CC)c1ccc(-c2c(C#N)c(N)nc(OC)c2C#N)cc1	14%
O=C1NC(=S)N(c2ccc(Br)cc2)C(=O)/C1=C/c1ccsc1	4%
O=c1/c(=C/c2cc([N+](=O)[O-])c(N3CCOCC3)cc2N2CCOCC2)sc2nc3ccccc3n12	15%
C=CCc1ccccc1OCCOc1ccccc1/C=C1\SC(N)=NC1=O	26%
COc1cc(/C=N/NC(=S)Cc2ccccc2)cc(OC)c1OC	5%
O=[N+]([O-])c1cccc2c1NC(c1ccc(Cl)cc1)C1CC=CC21 (stereo not given)	21%
CCN(CC)C(=O)CSc1nc(-c2ccccc2)c(-c2ccccc2)o1	15%
CCN=C(Nc1ccccc1OC)SC1CC(=O)N(c2ccccc2F)C1=O (stereo not given)	8%
CN(C)CCn1c2ccccc2c2nc3ccc([N+](=O)[O-])cc3cc21	0%
Cc1cccc(C=Nn2c(-c3ccc(Cl)cc3Cl)n[nH]c2=S)c1	11%
NC(=O)c1ccccc1N=Cc1cccc2ccccc12	6%
COc1ccc(-c2nc3cc(NC(=S)NC(=O)c4ccc(Cl)cc4)ccc3o2)cc1OC	11%
CCC(C(=O)Nc1sc2c(c1C(=O)OC)CCC(C)C2)c1ccccc1 (stereo not given)	14%
Cc1cccc(C(=O)N2CCN(c3cc(C)c(C#N)c4nc5ccccc5n34)CC2)c1	0%

Only part of the results is shown; rates above refer to the full screens.
